TTR transcr act: increases transthyretin transcription | SH-SY5Y TTR promoter Gaussia luciferase, luminescence; 100% = recombinant luciferase protein wells | activation, % at 16.7 µM | 1.3% of 92,000 active | AID 1117267;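 active = activation above the mean of all tested compounds plus 3 SD, cut at about 9.5% in these data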;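 note: cells exposed to compounds for one day before reading; 0% = median of all test compound wells on the plate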
An asterisk follows results filed as active. A portion of the library; rates above refer to the full screens.

TTR transcr act	structure
0.6	CC1CCC(N(CCCN)Cc2ccco2)CC1C (configuration not stated)
2.2	CC1(C)CC2(C)OC(=N)C1(C#N)C2(C#N)C#N (configuration not stated)
3.8	Cc1nc(SCC(=O)NCc2ccco2)nc(C)c1C
-0.3	COC(=O)c1ccc(CNC(=O)Cn2cc(C)c(=O)[nH]c2=O)cc1
2.8	COc1nc(N(C)C)nc(N(OC)S(=O)(=O)c2ccccc2Cl)n1
2.4	O=C(CN1C(=O)c2ccccc2S1(=O)=O)NCc1cccnc1
0.7	Cc1ccc(CN2CCCCC(NC(=O)c3cccc(F)c3)C2=O)cc1 (configuration not stated)
1.8	O=C(CCC1CCN(C(=O)c2ccccc2Cl)CC1)NCc1ccc(F)cc1
-0.6	Cc1nc(NC(=O)c2ccccc2)sc1-c1cc(C(=O)O)nn1Cc1ccccc1
0.8	O=C(c1ccc(Cl)cc1)c1oc2ccccc2c1CS(=O)c1ccccc1 (configuration not stated)
-2.0	O=C(CSc1nc2ccc(Cl)cc2[nH]1)c1cccs1
0.2	CCCC(=O)Nc1ccccc1NC(=O)CN(C)S(=O)(=O)c1ccc(C)cc1
-2.0	Cc1nn(-c2cccc(Cl)c2)c2c1C(c1ccncc1)C(C#N)=C(N)O2 (configuration not stated)
-2.0	CN(C)C(=O)CSc1n[nH]c(=O)n1CCc1ccccc1
5.3	O=C(O)c1ccc(N2C(=O)c3cccc(Oc4ccc(Cl)cc4)c3C2=O)cc1
2.3	Clc1ccc(Cl)c(Oc2ccc(Oc3nc(Cl)ccc3Cl)cc2)n1
1.7	CSC1=NC2(C[C@H]2c2ccccc2)C(=O)N1C (some centres not stated)
-1.6	CC1SCC(=O)N(CC(=O)NCc2ccccc2)C1=O (configuration not stated)
0.1	O=C1c2cccc([N+](=O)[O-])c2C(=O)N1CCO
0.1	O=C(NC1CCCCCCC1)c1ccc(CNc2c(N3CCOCC3)c(=O)c2=O)cc1
-2.2	NC(=O)C[C@@H]1N[C@]2(C(=O)Nc3ccccc32)[C@@H]2C(=O)N(c3cc(C(F)(F)F)ccc3Cl)C(=O)[C@H]12
-1.9	Cc1ccc(-n2c(SCC(N)=O)nnc2-c2ccco2)cc1
-0.3	CCOC(=O)c1cc(S(=O)(=O)NCC2CCN(Cc3cccc(C)c3)CC2)cn1C
-2.8	Cc1ccsc1/C=N/N1CCN(c2ccccn2)CC1
5.2	CCC(CC)NC(=O)c1cccc([N+](=O)[O-])c1C
3.8	COc1ccc2c(c1)[nH]c1c(=O)n(CCCn3ccnc3)cnc12
0.9	COc1ccc(NC(=S)N2CCCC(CO)C2)c(OC)c1 (configuration not stated)
1.4	COCCN1C(=O)N[C@@H](c2ccccc2)[C@H](C(=O)OC)[C@H]1C
0.7	Cn1c(CCc2ccccc2)nnc1SCC(=O)N1CCOCC1
0.1	c1ccc(NCCC2OCC3(CO2)COC(CCNc2ccccc2)OC3)cc1 (configuration not stated)

Part of the list above, with bars between the fields.
Structure | TTR transcr act
Cc1nn(-c2cccc(Cl)c2)c2c1C(c1ccncc1)C(C#N)=C(N)O2 (configuration not stated) | -2.0
CN(C)C(=O)CSc1n[nH]c(=O)n1CCc1ccccc1 | -2.0
O=C(O)c1ccc(N2C(=O)c3cccc(Oc4ccc(Cl)cc4)c3C2=O)cc1 | 5.3
Clc1ccc(Cl)c(Oc2ccc(Oc3nc(Cl)ccc3Cl)cc2)n1 | 2.3
CSC1=NC2(C[C@H]2c2ccccc2)C(=O)N1C (some centres not stated) | 1.7
CC1SCC(=O)N(CC(=O)NCc2ccccc2)C1=O (configuration not stated) | -1.6
O=C1c2cccc([N+](=O)[O-])c2C(=O)N1CCO | 0.1
O=C(NC1CCCCCCC1)c1ccc(CNc2c(N3CCOCC3)c(=O)c2=O)cc1 | 0.1
NC(=O)C[C@@H]1N[C@]2(C(=O)Nc3ccccc32)[C@@H]2C(=O)N(c3cc(C(F)(F)F)ccc3Cl)C(=O)[C@H]12 | -2.2
Cc1ccc(-n2c(SCC(N)=O)nnc2-c2ccco2)cc1 | -1.9
CCOC(=O)c1cc(S(=O)(=O)NCC2CCN(Cc3cccc(C)c3)CC2)cn1C | -0.3
Cc1ccsc1/C=N/N1CCN(c2ccccn2)CC1 | -2.8
CCC(CC)NC(=O)c1cccc([N+](=O)[O-])c1C | 5.2
COc1ccc2c(c1)[nH]c1c(=O)n(CCCn3ccnc3)cnc12 | 3.8
COc1ccc(NC(=S)N2CCCC(CO)C2)c(OC)c1 (configuration not stated) | 0.9
COCCN1C(=O)N[C@@H](c2ccccc2)[C@H](C(=O)OC)[C@H]1C | 1.4
Cn1c(CCc2ccccc2)nnc1SCC(=O)N1CCOCC1 | 0.7

More results follow.
TTR transcr act	structure
-1.3	COc1ccc(-c2sc3ccc(N4CCOCC4)cc3c2C#CC(C)(C)O)cc1
6.6	C[C@H](CO)N1C[C@H](C)[C@@H](CN(C)Cc2ccc(Cl)c(Cl)c2)Oc2c(NC(=O)CCC(F)(F)F)cccc2C1=O
0.6	CCNC(=O)C1(C)CCCN(C(=O)c2ccc3c(c2)C(C)(C)CCC3(C)C)C1 (configuration not stated)
-0.9	COc1cc(C(=O)O/N=C(\N)c2ccncc2)cc(OC)c1OC
-1.6	Cc1ccc(C(NC(=O)NN2CCN(C)CC2)C(Cl)Cl)cc1F (configuration not stated)
-1.0	CCn1c(N2CCN(C(c3ccccc3)c3ccccc3)CC2)nc2c1c(=O)[nH]c(=O)n2C
0.9	Cc1nn(Cc2ccc(C(=O)N3CCOCC3)o2)c(C)c1Br
0.9	CCC(C)[C@H](NC(=O)Nc1cccc(Cl)c1)C(=O)O (some centres not stated)
-0.9	Cc1nnc(SCC(=O)NCc2ccc(Cl)cc2)[nH]c1=O
0.1	Cc1ccc(S(=O)(=O)n2nc(-n3c(C)ccc3C)c3c(F)cccc32)c2ccccc12
-1.2	CCc1nn(C(C)C(=O)NCc2cccc(OC)c2)c(=O)c2cc3occc3n12 (configuration not stated)
2.4	N#Cc1c(/N=C/c2ccco2)sc2c1CCCCC2
-0.4	Cc1ocnc1C(=O)Nc1ccc(Cl)cc1
-0.1	CCOc1ccc(NC(=O)CSc2nc3c(c(=O)n2C)SC(C)C3)cc1 (configuration not stated)
0.3	COc1ccc(-n2c(=O)[nH]cc(C(=O)Nc3ccccc3)c2=O)cc1
0.1	O=C1NCCC/C1=N/Nc1cc(F)ccc1F
-0.1	O=C1CC(c2ccsc2)c2ccc3ccccc3c2N1 (configuration not stated)
1.0	NS(=O)(=O)c1ccc(CNC(=O)/C=C/c2cccc([N+](=O)[O-])c2)cc1
-12.2	CCOC(=O)CSc1cccc2cccnc12
0.5	COc1ccc(Cn2cnc([N+](=O)[O-])c2)cc1[N+](=O)[O-]
-2.6	Cc1cc(C)n(-c2nc3ccccc3nc2N2CCN(S(=O)(=O)c3ccc4ccccc4c3)CC2)n1
2.6	COc1n[nH]c(C(=O)Nc2nc3ccccc3s2)c1[N+](=O)[O-]
-0.3	CC(C)c1ccc(C2NC(=S)NC3=C2C(=O)CC(C)(C)C3)cc1 (configuration not stated)
-1.6	COc1ccc(CCn2c(=N)c(C(=O)NC3CCCCC3)cc3c(=O)n4ccccc4nc32)cc1
0.0	S=C(NCc1ccco1)NC1CCCc2ccccc21 (configuration not stated)
0.6	CC(C)c1c(C(=O)N/N=C/c2ccc3c(c2)OCO3)nnn1-c1nonc1N
1.1	COc1ccc(C2C3=C(CC(C)(C)CC3=O)Oc3ncn4nc(-c5ccccc5)nc4c32)cc1 (configuration not stated)
9.1	COc1ccc(NC(=O)C2CSC3c4ccccc4C(=O)N23)cc1 (configuration not stated)
0.0	CC12COC3(C(=O)Nc4ccccc4F)CC1CCC32C (configuration not stated)
-2.8	O=C(CSc1cnc2ccccc2n1)c1ccc(F)cc1
1.4	CCOc1ccc(-n2nnnc2SCC(=O)NC2CCCC2)cc1
1.2	c1ccc(Oc2nnc(-c3cccs3)c3ccccc23)cc1
6.2	CCC(C)(C)C1CCc2[nH]nc(C(=O)NCc3ccc(Cl)cc3)c2C1 (configuration not stated)
-1.1	Cc1cn([C@H]2C[C@H](O)[C@@H](CNC/C=C/c3ccccc3[N+](=O)[O-])O2)c(=O)[nH]c1=O
-1.2	COCCNCCCCOc1ccc(C)cc1[N+](=O)[O-]
0.1	COc1ccc(Cc2noc(CN(C)Cc3cccc(-n4cccn4)c3)n2)cc1OC
0.7	CC(C)c1ccc(C(=O)CSc2ncn[nH]2)cc1
2.2	CN(C(=O)COC(=O)COc1ccc(N(C)S(=O)(=O)c2ccc(Cl)cc2)cc1)c1ccccc1
4.5	O=C(Nc1nnc(SCC(=O)N2CCOCC2)s1)c1ccccc1Cl
-0.2	c1ccc2nc3c(ccc4ccccc43)cc2c1
-3.0	CC1C(=O)N(Cc2cn(CCC3OCCO3)nn2)CCS(=O)(=O)N1Cc1ccc(-c2ccc(Cl)c(Cl)c2)cc1 (configuration not stated)
1.2	O=S(=O)(NCc1ccc(F)cc1)c1ccc(Br)cc1Br
0.8	COc1ccc(CC(=O)OCC(=O)Nc2ccc3[nH]c(=O)[nH]c3c2)cc1
0.6	CC1CN(S(=O)(=O)c2cccc(C(=O)NCc3ccccn3)c2)CC(C)O1 (configuration not stated)
-0.8	CCC(C)c1ccccc1N1CC(C(=O)Nc2ccc(S(=O)(=O)N3CCOCC3)cc2)CC1=O (configuration not stated)
1.7	O=C(NCc1ccc(F)cc1)C1CCN(S(=O)(=O)c2ccc3c(c2)OCCCO3)CC1
-0.7	CC(C)c1nccn1S(=O)(=O)c1cccc([N+](=O)[O-])c1
0.9	COC(=O)c1sccc1NC(=O)CC1C(=O)NCCN1C(=O)c1c(F)cccc1Cl (configuration not stated)
0.8	O=C(Cc1cccs1)N[C@@H]1c2ccccc2CC[C@@H]1OCc1ccccc1
3.0	COc1ccc(CC(C)Nc2cccc(SC)c2)cc1 (configuration not stated)
-0.6	CC(C)C(C)NC(=O)COn1nnc2ccc(S(=O)(=O)N3CCOCC3)cc21 (configuration not stated)
-1.6	COc1cccc(NC(=O)c2ccc(S(=O)(=O)NCc3cccnc3)cc2)c1
2.8	Cc1c(-c2ccc(OCCN3CCOCC3)cc2)c(=O)oc2ccc3ccccc3c12
9.8*	Cc1ccc(NC(=O)c2cccc(NC(=O)CC3SC(N4CCCCC4)=NC3=O)c2)nc1 (configuration not stated)
-1.0	CCOc1ccc(NC(=O)CN(C)C(=O)c2ccncc2)cc1OCC
0.5	Cc1ccc(Sc2nc(C)c([N+](=O)[O-])c(C)c2C#N)cc1
-1.6	COc1ccc(S(=O)(=O)N(C)C[C@@H]2Oc3cc(C#CC4CCCCC4)ccc3S(=O)(=O)N([C@@H](C)CO)C[C@@H]2C)cc1
0.2	NC(=O)c1ccsc1NC(=O)C1CCCCC1
-1.6	Cc1ccc(NC(=O)CN(C)C(=O)c2cccc(S(=O)(=O)NCc3ccco3)c2)cc1
-1.1	O=C(Nc1ccccc1C(=O)N1CCN(c2cccc(Cl)c2)CC1)C1=CSCCO1

The results go on.
TTR transcr act	structure
3.5	CC(C)(C)[C@H]1C=C(C(=O)N2CCOCC2)O[C@@H](OCCCCO)C1
3.5	COC(=O)CCC(=O)Nc1ccc(Br)cc1
-0.3	O=C(NC(=S)NC1CCN(Cc2ccccc2)CC1)c1ccc(F)cc1
4.7	COc1ccc(NC(=O)c2cc(C)on2)cc1OC
-0.1	Cc1cc(C(=O)COC(=O)c2ccc(F)cc2)c(C)n1C
-1.6	COc1cc(NC(=O)c2ccccc2Cl)ccc1NC(=O)c1ccco1
-0.2	COc1ccc(/C=C/C(=O)NCCCn2ccnc2)cc1
0.6	CN1C(=O)OC(C)(CCc2ccccc2)C1(C)O (configuration not stated)
0.1	CCn1c(SCC(=O)NCc2ccco2)nc2ccccc2c1=O
0.1	Cc1ccc(/C=N/N2CCOCC2)s1
-0.9	Cc1ccc(S(=O)(=O)c2c(C)cc(C)nc2N2CCCCC2)cc1
-1.7	CCOc1ccc(NC(c2ccccn2)c2oc(CO)cc(=O)c2O)cc1 (configuration not stated)
0.3	CC(=O)Nc1cccc(-c2cnc(NC(C)=O)cn2)c1
-0.6	CCn1c(=O)cc(SCC(=O)Nc2cccc(C)n2)c2ccccc21
2.2	Cc1c(NC(=O)CC2CC(C)OC2=O)c(=O)n(-c2ccccc2)n1C (configuration not stated)
3.0	Cc1c2c(cc3c1[nH]c1ccccc13)C=NCC2
0.8	NC(=O)c1ccc(NC(=O)CCc2nc3sc4c(c3c(=O)[nH]2)CCCC4)cc1
1.4	O=C(Nc1ccccc1)c1nn(-c2ccccc2)c(=O)cc1C(F)(F)F
-0.7	C=CCn1c(COc2ccc(Cl)cc2)nnc1SCC(=O)NCC(=O)OCC
1.9	CN(C(=O)COC(=O)c1nc(-c2ccccc2)n(-c2ccccc2)n1)C1CCS(=O)(=O)C1 (configuration not stated)
-1.9	Cc1ccc(NC(=O)C(=O)c2c(-c3ccccc3)cc3ccccn23)cc1S(=O)(=O)N1CCOCC1
2.3	CCOC(=O)N1CCN(C(=O)CSc2nc3c(c(=O)n2-c2ccccc2OC)SCC3)CC1
-0.3	O=S(CC(O)COCc1ccc(Cl)cc1)c1ccccn1 (configuration not stated)
4.6	CCOc1ncccc1C(=O)OCc1ccc([N+](=O)[O-])cc1
-0.3	CC1CCCN(S(=O)(=O)c2ccc(NC(=O)CN3C(=O)NC(C)(c4ccccc4)C3=O)cc2)C1 (configuration not stated)
-0.2	COc1ccc(N2CCN(C(CNS(C)(=O)=O)c3ccco3)CC2)cc1 (configuration not stated)
-1.2	Cc1cc(-c2csc(N)n2)c(C)n1Cc1ccco1
-3.1	O=C(N/N=C/c1cn[nH]c1-c1ccccc1)c1ccco1
0.2	Cc1cnc(C(=O)OCC(=O)N2c3ccccc3CC2C)cn1 (configuration not stated)
-0.3	CCc1cccc(CC)c1N(COC)C(=O)Cn1nnc2ccccc21
-2.3	COc1ccc(NC(=O)CSc2nccn2Cc2ccco2)cc1
0.6	O=C(NC1CC1)C1CCCN1C(=O)NC1CCCCC1 (configuration not stated)
-4.3	Cc1ccc(OCC(=O)Nc2nnc(S(=O)(=O)N3CCCCCC3)s2)cc1C
1.1	Cc1nc2ccc(-n3ccc(=O)cc3)cc2s1

Bioassay records (PubChem)
